All columns: NCI-60 one-dose screen, growth in % after 48 h at 10 µM unless noted; 100 = growth as untreated, 0 = no growth, -100 = all killed.
786-0 – 786-0 renal cancer cells | 81,000 tested, 5.1% active
ACHN – ACHN renal cancer; 81,000 tested, 4.9% active
UO-31 – UO-31 renal cancer. 81,000 tested, 5.2% active
TK-10 – TK-10 renal cancer cells; 81,000 tested, 3.9% active; AID 1794769
SN12C – SN12C renal cancer cells. 81,000 tested, 3.8% active
RXF 393 – RXF 393 renal cancer cells. AID 1794773. 77,000 tested, 6.9% active
IGROV1 – IGROV1 ovarian cancer; AID 1794786; 79,000 tested, 4.7% active
SK-OV-3 – SK-OV-3 ovarian cancer cells | AID 1794785 | 80,000 tested, 3.2% active
An asterisk follows results filed as active; · = no result given; & = joins results of further samples. The calls were made as follows: active = growth percent below 10; inactive = the rest. Not a hit list; overall some 9.6% were active at least once.

Labels used below: A = 786-0; B = ACHN; C = UO-31; D = TK-10; E = SN12C; F = RXF 393; G = IGROV1; H = SK-OV-3
O=C(NCCN1CCC(O)CC1)c1cc2c(o1)C(=O)c1ccccc1C2=O
  A: -78*	B: -89*	C: -99*	D: -92*	E: -88*	F: -99*	G: -84*	H: ·

O=C(O)c1ccc(N2C(=O)c3ccccc3C2=O)cc1[N+](=O)[O-]
  A: 97&98	B: 104&108	C: 86&83	D: 102&107	E: 96&102	F: 146&108	G: 104&97	H: 100

COc1ccc(C2N(c3ccccc3)NC(=O)[C@H]3CCCN23)cc1 (some centres undefined)
  A: 97	B: 84	C: 80	D: 102	E: 100	F: 110	G: 90	H: 104

Cc1ccc(C(C)C)cc1OCCOCCCl
  A: 102	B: 100	C: 91	D: 100	E: 101	F: 103	G: 105	H: 101

CC(C)(C)Nc1c(-c2ccccc2O)nc2ncccn12
  A: 108	B: 105	C: 85	D: 95	E: 106	F: 97	G: 103	H: 106

O=[N+]([O-])c1ccc2c(c1)COCO2
  A: 104	B: 101	C: 69	D: 105	E: 94	F: 104	G: 106	H: 101

CCOC(=O)N1CCC2(CC1)NC(=O)c1ccccc1N2
  A: 103	B: 106	C: 78	D: 118	E: 98	F: 111	G: 109	H: 98

Cc1csc(/N=C(N)/N=C(\N)c2ccccc2)n1
  A: 98	B: 107	C: 95	D: 134	E: 118	F: 115	G: 105	H: 102

Nc1cccc(Cl)c1C(=O)O
  A: 107	B: 97	C: 72	D: 99	E: 103	F: 114	G: 105	H: 104

N#Cc1cnc2cc(OC[C@H](O)CO)c(NC(=O)CC3CSSC3)cc2c1Nc1ccc(OCc2cccc(F)c2)c(Cl)c1
  A: -63*	B: 21	C: 48	D: -71*	E: -66*	F: -86*	G: -42*	H: -88*

COc1c2ccoc2cc2oc(C)c(-c3cc(-c4ccc(F)cc4)c(C#N)c(N)n3)c(=O)c12
  A: 86	B: 67	C: 52	D: 85	E: 78	F: 67	G: 53	H: 74

COc1ccc(-c2cc(-c3nnc(SCC(=O)c4ccccc4)o3)c3ccccc3n2)cc1
  A: 75	B: 102	C: 75	D: 63	E: 92	F: 96	G: 103	H: 105

CCCOC(=O)N1CCCCC1CCC (centres undefined)
  A: 103	B: 93	C: 89	D: 108	E: 104	F: 102	G: 102	H: 106

CS(=O)(=O)NC1CCCCC1
  A: 99	B: 116	C: 116	D: 108	E: 110	F: 116	G: 121	H: 111

CCOC(=O)C1=C(C)Nc2nc3ccccc3n2C1c1ccccc1 (centres undefined)
  A: 95	B: 74	C: 85	D: 114	E: 93	F: 107	G: 92	H: 113

COc1nc(OC)nc(-c2cc(-c3cc(OC)c(OC)c(OC)c3)no2)n1
  A: 94	B: 108	C: 71	D: 101	E: 95	F: 95	G: 121	H: 116

CCN(CC)Cc1c(C)[nH]c2ccc(NC(C)=O)cc2c1=O
  A: 99	B: 108	C: 105	D: 129	E: 109	F: 119	G: 110	H: 102

CCCC(=O)C(CC)C1(C(=O)OC)NC(=S)NC(=O)C1C#N (centres undefined)
  A: 105	B: 114	C: 92	D: 106	E: 107	F: 109	G: 119	H: 102

C#CCOc1cccc(Nc2ncnc3ccc(NC(=O)C=C)cc23)c1
  A: 35	B: 15	C: 9.9*	D: -8.8*	E: 30	F: 2.5*	G: -6.1*	H: -3.8*

Cc1ccc(S(=O)(=O)N(CCO)CCO)cc1
  A: 94	B: 107	C: 92	D: 94	E: 54	F: 113	G: 105	H: 95

Cc1cc(C)c2[nH]c(=O)c3c4ccccc4[nH]c3c2c1
  A: 93	B: 96	C: 89	D: 129	E: 97	F: 96	G: 98	H: 119

Cc1ccc(C(=O)c2ccccc2C(=O)O)cc1
  A: 84	B: 87	C: 88	D: 103	E: 92	F: 112	G: 114	H: 106

COc1ccc(C(=O)c2cccs2)cc1
  A: 106	B: 116	C: 87	D: 119	E: 112	F: 126	G: 112	H: 121

COc1cc(CNC(=O)CCSc2nc3ccccc3c(=O)n2Cc2cc(OC)c(OC)c(OC)c2)cc(OC)c1OC
  A: 56	B: 49	C: 47	D: 62	E: 51	F: 44	G: 51	H: 27

O=C(CCc1nnc2sc(Cc3ccccc3Cl)nn12)c1nc2ncccc2[nH]1
  A: 105	B: 95	C: 64	D: 128	E: 87	F: 104	G: 80	H: 108

Copied from the list.
CCN(CC)Cc1c(C)[nH]c2ccc(NC(C)=O)cc2c1=O @ 786-0: 99
COc1nc(OC)nc(-c2cc(-c3cc(OC)c(OC)c(OC)c3)no2)n1 @ SN12C: 95
COc1c2ccoc2cc2oc(C)c(-c3cc(-c4ccc(F)cc4)c(C#N)c(N)n3)c(=O)c12 @ SN12C: 78

Retrieved by structure from above, 4 records:
Labels used below: A = 786-0; B = ACHN; C = UO-31; D = TK-10; E = SN12C; F = RXF 393; G = IGROV1; H = SK-OV-3
CC(C)(C)Nc1c(-c2ccccc2O)nc2ncccn12
  A: 108	B: 105	C: 85	D: 95	E: 106	F: 97	G: 103	H: 106

COc1c2ccoc2cc2oc(C)c(-c3cc(-c4ccc(F)cc4)c(C#N)c(N)n3)c(=O)c12
  A: 86	B: 67	C: 52	D: 85	E: 78	F: 67	G: 53	H: 74

O=C(NCCN1CCC(O)CC1)c1cc2c(o1)C(=O)c1ccccc1C2=O
  A: -78*	B: -89*	C: -99*	D: -92*	E: -88*	F: -99*	G: -84*	H: ·

CCOC(=O)N1CCC2(CC1)NC(=O)c1ccccc1N2
  A: 103	B: 106	C: 78	D: 118	E: 98	F: 111	G: 109	H: 98

Remaining list, next part:
Labels used below: A = 786-0; B = ACHN; C = UO-31; D = TK-10; E = SN12C; F = RXF 393; G = IGROV1; H = SK-OV-3
Nc1nc(-c2cccc(F)c2)nn1-c1nc2ccccc2s1
  A: 93	B: 62	C: 88	D: 111	E: 95	F: 114	G: 79	H: ·

CCc1c(C(=O)NC(CC(C)C)c2ccccc2)[nH]c(C)c1C(C)=O (centres undefined)
  A: 95	B: 98	C: 81	D: 102	E: 95	F: 100	G: 94	H: 115

Cc1ccccc1OCC(O)COc1ccccc1C
  A: 100	B: 84	C: 79	D: 120	E: 84	F: 80	G: 85	H: 108

CCOC(=O)/C=C1\C(CO)OC(n2cnc3c(N)ncnc32)C1O[Si](C)(C)C(C)(C)C (centres undefined)
  A: 77	B: 70	C: 76	D: 85	E: 90	F: 105	G: 46	H: 102

Cc1c(C(=O)NNC(=O)c2ccc(Cl)cc2)nnn1-c1ccc([N+](=O)[O-])cc1
  A: 90	B: 95	C: 78	D: 99	E: 91	F: 76	G: 106	H: 89

NS(=O)(=O)c1ccc(CCNC(=O)CSc2ccc(-c3ccc(F)cc3)nn2)cc1
  A: 82	B: 69	C: 70	D: 74	E: 93	F: 101	G: 75	H: 76

NNC(=O)Cc1cccc2ccc(Cl)cc12
  A: 106	B: 101	C: 94	D: 120	E: 99	F: 100	G: 103	H: 93

CCCc1cc2c(cc1NC(=O)C1C(C=C(C)C)C1(C)C)OCO2 (centres undefined)
  A: 96	B: 97	C: 81	D: 84	E: 93	F: 91	G: 81	H: 94

C[C@]12CC[C@@H]3c4ccc(O)cc4CC[C@H]3[C@@H]1CC[C@@H]2NS(=O)(=O)c1cccc(F)c1
  A: 73	B: 65	C: 45	D: 86	E: 74	F: 51	G: 71	H: 81

O=C(O)CCCC(=O)O
  A: 106	B: 103	C: 87	D: 120	E: 102	F: 99	G: 104	H: 104

CC1(C)CC[C@]2(CO)CC[C@]3(C)C(=CC[C@@H]4[C@@]5(C)C[C@H](O)CC(C)(C)[C@@H]5CC[C@]43C)[C@@H]2C1
  A: 104	B: 103	C: 100	D: 135	E: 100	F: ·	G: 111	H: 113

Cc1cc(-c2ccc(N=Nc3c(N)c(C)cc(S(=O)(=O)O)c3N)c(C)c2)ccc1N=Nc1ccc(O)c(C(=O)O)c1
  A: 93	B: 107	C: 90	D: 102	E: 103	F: 114	G: 100	H: 97

CC(=O)Oc1ccc(C(=O)O)cc1
  A: 103	B: 110	C: 87	D: 101	E: 96	F: 124	G: 109	H: 105

C=CCCC(C)CC (centres undefined)
  A: 100	B: 95	C: 92	D: 101	E: 102	F: ·	G: 103	H: 95

CCCC(C)(O)C#CC(C)(O)CCC (centres undefined)
  A: 103	B: 106	C: ·	D: 80	E: 101	F: 121	G: ·	H: 114

CCCCCCCCCCCCCCCC1=NC(C)(C)CN1C(C)C
  A: ·	B: -58*	C: -58*	D: -74*	E: -36*	F: -69*	G: -33*	H: -6.6*

CC(=O)c1nc2ccccc2n1CCn1cnc2c(N)ncnc21
  A: 111	B: 97	C: 67	D: 145	E: 85	F: 125	G: 103	H: 105

CCOc1ccc(-c2nc(NC(=O)c3cccc(S(C)(=O)=O)c3)sc2C)cc1
  A: 94	B: 100	C: 78	D: 115	E: 79	F: 98	G: 86	H: 108

COc1cccc(-c2ccc3c(c2)NC(=O)/C3=C\c2ccc[nH]2)c1
  A: 48	B: 40	C: 53	D: 27	E: 69	F: 32	G: 30	H: 59

CCOC(=O)CNC(=O)Sc1ccc(C(C)(C)C)cc1
  A: 102	B: 101	C: 64	D: 96	E: 93	F: 118	G: 75	H: 116

CCOc1ccc(C(=O)Nc2ncc(Cc3ccc(F)cc3)s2)cc1
  A: 39	B: 38	C: 42	D: 58	E: 36	F: 1.1*	G: 40	H: 36

Clc1ccc2oc3c(OCCCN4CCOCC4)c4ccccc4nc3c2c1
  A: 42	B: 30	C: 51	D: ·	E: 74	F: 59	G: 67	H: 98

N#Cc1c(-c2ccccc2F)cc(-c2ccccn2)[nH]c1=O
  A: 94	B: 82	C: 53	D: 108	E: 94	F: 95	G: 96	H: 116

N#CC(C#N)c1c(C(F)(F)F)nn(-c2ccccc2)c1-c1ccc(Cl)cc1
  A: 99	B: 103	C: 76	D: 89	E: 100	F: 107	G: 104	H: 105

Cc1oc(-c2ccc(Cl)cc2)nc1C1=NN(C(=O)c2ccncc2)C(c2ccccc2)C1 (centres undefined)
  A: 83	B: 92	C: 60	D: 114	E: 89	F: 82	G: 71	H: 92

CC(=NNc1ncnc2ccccc12)c1ccc(S(C)(=O)=O)cc1
  A: 102	B: 103	C: 73	D: 152	E: 97	F: 114	G: 96	H: 102

COc1cc2nc(Cl)nc(Nc3cccc(C4=NN(C(C)=O)C(c5ccc(Br)cc5)C4)c3)c2cc1OC (centres undefined)
  A: 89	B: 80	C: 64	D: 104	E: 82	F: 83	G: 74	H: 110

Cc1ccc(S(=O)(=O)NCCCN2c3nc4ccccc4cc3Sc3cc4ccccc4nc32)cc1
  A: 102	B: 97	C: 32	D: 110	E: 96	F: ·	G: ·	H: 105

CC(=O)OC[C@H](O)[C@@]1(O)CC[C@H]2[C@@H]3CCC4=CC(=O)CC[C@]4(C)[C@H]3[C@@H](O)C[C@@]21C
  A: 104	B: 111	C: 78	D: 112	E: 86	F: 134	G: 111	H: 91

Cc1ccc(-c2nc(NS(=O)(=O)c3ccc(C)cc3)nc(Oc3ccccc3)c2C#N)cc1
  A: 104	B: 103	C: 90	D: 109	E: 99	F: 129	G: 112	H: 109

CCCCc1c(C)[nH]c(=S)[nH]c1=O
  A: 104&108	B: 102&105	C: 94&96	D: 100&123	E: 107&101	F: 104&100	G: 108&90	H: 114&106

Cc1ccc(S(=O)(=O)N/N=C/c2ccccc2Cl)cc1
  A: 97	B: 103	C: 85	D: 97	E: 99	F: 109	G: 103	H: 98

COc1cc(C2CC(c3ccc(Nc4ccnc5cc(Cl)ccc45)cc3)=NN2c2ccccc2)cc(OC)c1OC (centres undefined)
  A: 76	B: 77	C: 58	D: 90	E: 76	F: 76	G: 106	H: 90

Fc1ccc(-c2cc3nc(C(Cl)Cl)nc(-c4ccc(Cl)cc4)n3n2)cc1
  A: 47	B: -64*	C: 27	D: 17	E: 53	F: -56*	G: 44	H: -17*

COC(=O)c1cc2c(n1Cc1ccccc1)-c1oncc1CCC2
  A: 92	B: 80	C: 80	D: 102	E: 73	F: 74	G: ·	H: 94

CC1CNC(=S)SSC(=S)N1 (centres undefined)
  A: 102	B: 111	C: 92	D: 100	E: 99	F: 105	G: 97	H: 104

CC1(CI)COC(Cc2ccccc2)(Cc2ccccc2)OC1
  A: 103	B: 106	C: 91	D: 102	E: 101	F: 104	G: 100	H: 100

O=C(Cn1c(/C=C/c2ccccc2)nc2ccccc2c1=O)Nc1ccccc1
  A: 1.5*	B: 1.9*	C: 25	D: 76	E: 31	F: 8.8*	G: 107	H: 61

Two entries from above, with values under each structure:
Below each SMILES – 786-0	ACHN	UO-31	TK-10	SN12C	RXF 393	IGROV1	SK-OV-3
COC(=O)c1cc2c(n1Cc1ccccc1)-c1oncc1CCC2
→ 92	80	80	102	73	74	·	94
CC1CNC(=S)SSC(=S)N1 (centres undefined)
→ 102	111	92	100	99	105	97	104

Screening data from PubChem.
